CXCR6 block: blocks human CXCR6 beta-arrestin recruitment | O00574 | CHO-K1 PathHunter CXCR6 beta-arrestin, luminescence | inhibition, % at 20 µM | 360,000 compounds, 0.36% hits; in the data active = inhibition above about 34%, passing the limit was not always enough;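 also: antagonist mode with CXCL16 agonist at 10 nM final; 0% = 10 nM CXCL16 with DMSO and 100% = unstimulated wells without agonist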
Target sequence (O00574 whole entry, looked up): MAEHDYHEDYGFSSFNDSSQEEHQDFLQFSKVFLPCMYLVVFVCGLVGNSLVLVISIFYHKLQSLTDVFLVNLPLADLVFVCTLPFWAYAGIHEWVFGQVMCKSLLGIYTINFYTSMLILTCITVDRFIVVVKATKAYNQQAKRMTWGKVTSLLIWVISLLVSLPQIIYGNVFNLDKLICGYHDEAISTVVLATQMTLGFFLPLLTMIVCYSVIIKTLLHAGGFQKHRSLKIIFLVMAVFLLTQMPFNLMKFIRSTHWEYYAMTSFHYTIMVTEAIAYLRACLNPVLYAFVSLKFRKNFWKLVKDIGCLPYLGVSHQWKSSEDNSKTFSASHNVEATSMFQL
APJ antag: antagonists of human APJ apelin receptor; inhibition, % at 20 µM; 330,000 compounds, 0.32% hits; CHO-K1 APJ beta-arrestin complementation, luminescence; AID 2521;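 active = inhibition above about 40% at 20 µM, limit read from the data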;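 also: cells challenged with 10 nM apelin-13 agonist together with compound; plate controls were apelin-13 plus DMSO wells for no effect and DMSO wells lacking apelin-13 for full effect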
Target sequence (P35414 whole entry, looked up): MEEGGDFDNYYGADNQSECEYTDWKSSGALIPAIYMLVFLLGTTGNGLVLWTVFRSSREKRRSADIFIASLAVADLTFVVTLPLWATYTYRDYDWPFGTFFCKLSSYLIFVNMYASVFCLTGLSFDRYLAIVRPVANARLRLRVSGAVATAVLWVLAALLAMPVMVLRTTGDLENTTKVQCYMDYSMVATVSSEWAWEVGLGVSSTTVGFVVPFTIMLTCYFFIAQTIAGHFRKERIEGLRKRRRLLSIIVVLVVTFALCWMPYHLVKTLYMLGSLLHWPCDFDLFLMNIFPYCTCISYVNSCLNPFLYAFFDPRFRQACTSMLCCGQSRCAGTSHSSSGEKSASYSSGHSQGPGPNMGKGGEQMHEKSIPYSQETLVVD
UPR XBP1 act: activators of adaptive arm of unfolded protein response (XBP1) | CHO-XBP1 luciferase reporter, IRE1-XBP1 UPR activation, luminescence; percent of tunicamycin response, DMSO as zero | activation, % at 20 µM | 330,000 compounds, 0.33% hits | AID 463104;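 active = versus positive control, 20 µM dose yields 30% or more activation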;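 also: 100% = tunicamycin at 10 µg/mL and 0% = DMSO only wells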
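Assay system: CHO-XBP1 luciferase reporter cells; Schedule: 6 h treatment, 37 °C; Detection: glow luminescence from Steady-Glo reagent; Benchmarks: high control tunicamycin 10 µg/mL final, low control DMSO vehicle only.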
tim23-1 inh: inhibits growth of tim23-1 mutant yeast | 330,000 compounds, 1.3% hits | inhibition, % at 20 µM | S. cerevisiae tim23-1 growth, BacTiter-Glo luminescence, 24 h | AID 463212;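 active = growth inhibition of the mutant yeast at or above 50%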;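 also: temperature-sensitive mutant grown at 25 °C; plate controls were DMSO-treated mutant yeast for no effect and medium wells lacking yeast for full effect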
Mdm2 MdmX PPI: disrupts the human Mdm2-MdmX interaction; inhibition, % at 8 µM; AID 485346; 330,000 compounds, 3% hits; SaOS-2 split-luciferase Mdm2/MdmX complementation, luminescence;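 active = inhibition of at least 50% at 8 µM in the primary screen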
CHOP UPR activ: apoptotic UPR (CHOP) activation; CHO-CHOP luciferase reporter, luminescence; percent of tunicamycin response over DMSO baseline; activation, % at 10 µM; 330,000 compounds, 0.34% hits; AID 449763;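 active = at 10 µM dose, activation of 40% or more, normalized to positive control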;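 also: 100% = tunicamycin at 10 µg/mL and 0% = DMSO alone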
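System: CHO-CHOP luciferase reporter cell line; amount: 500 cells/well; buffer or medium: F12 medium containing 10% fetal bovine serum; incubation: 6 h compound exposure at 37 °C after overnight seeding; measured by: luciferase luminescence after 10 min with Steady-Glo reagent; evaluation: % reporter activation, DMSO baseline versus tunicamycin full activation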
APJ agonist: agonists of human APJ apelin receptor | P35414 | activation, % at 20 µM | CHO-K1 APJ PathHunter beta-arrestin, luminescence; 0% DMSO wells, 100% apelin | 330,000 compounds, 0.11% hits;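 active = activation more than six SD over the plate average, tested at 20 µM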;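 also: 0% = DMSO alone and 100% = apelin-13 at 10 nM; some results filed as inactive read as strong as hits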
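Material: CHO-K1 APJ beta-arrestin complementation cell line; Input: cell density 1000 per well; Incubation: compound stimulation 90 min at 25 °C, detection 60 min; Signal: luminescence from split beta-galactosidase complementation, Galacton Star/Emerald II substrate; Controls: DMSO-only wells as negative, 10 nM Apelin-13 as positive control.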
TIM10 inh: TIM10 yeast growth inhibition; AID 463195; inhibition, % at 10 µM; S. cerevisiae TIM10 strain growth, BacTiter-Glo luminescence, 24 h; 330,000 compounds, 1.4% hits;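 active = inhibition of 40% or more at the single tested concentration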;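 also: wild-type TIM10 isogenic control strain grown at permissive 25 °C; 0% = DMSO yeast wells and 100% = minimal medium wells without yeast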
tim10-1 inh: tim10-1 yeast growth inhibition. S. cerevisiae tim10-1 ts strain growth, BacTiter-Glo, 24 h. inhibition, % at 20 µM. 330,000 compounds, 2.2% hits;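 active = inhibition of at least 40%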;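 also: mutant grown at 25 °C; 0% = DMSO wells with yeast and 100% = wells holding no yeast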
Active calls of the source: *. Some of the compounds tested (hit frequency here may not be typical).

| SMILES | CXCR6 block | APJ antag | UPR XBP1 act | tim23-1 inh | Mdm2 MdmX PPI | CHOP UPR activ | APJ agonist | TIM10 inh | tim10-1 inh |
| --- | --- | --- | --- | --- | --- | --- | --- | --- | --- |
| COc1ccc2c(c1)CC[C@@H]1[C@@H]2CC[C@]2(C)C(=O)CC[C@@H]12 | -3.6 | 7.0 | -0.8 | 37.7 | -17.6 | 1.5 | -0.3 | 15.5 | 28.7 |
| COc1cc(C(=O)NCC(c2cccs2)N2CCOCC2)cc(OC)c1OC (configuration not stated) | -0.1 | -9.7 | -0.5 | -5.5 | 22.6 | -1.3 | -2.6 | 2.2 | 15.4 |
| CN(C)S(=O)(=O)N(CC(=O)N1CCN(c2ccccc2F)CC1)c1ccccc1 | -2.5 | -32.8 | -2.5 | 16.5 | 1.2 | -1.6 | 1.3 | 1.7 | 13.8 |
| Cc1ccc(-c2noc(COc3ccc4c(c3)OCO4)n2)cc1 | 13.4 | 2.1 | 2.1 | -0.5 | 8.9 | 0.6 | -1.9 | -6.8 | -11.1 |
| Cc1ccc(NC(=O)CN2CCCC2c2cccn2C)c(Br)c1 (configuration not stated) | 7.5 | 9.0 | 2.6 | 24.6 | -38.4 | 4.0 | -3.1 | 2.1 | 1.8 |
| Nc1nc(-c2ccc(Br)cc2)c(S(=O)(=O)c2ccccc2)s1 | 8.7 | 4.0 | -0.4 | 22.4 | -18.8 | 0.7 | -1.1 | 28.5 | 16.4 |
| NC(=O)CN1C(=O)C2CCCCN2C(=O)c2ccccc21 (configuration not stated) | 7.1 | 1.1 | 0.8 | 6.4 | 1.4 | 1.5 | -1.2 | -1.0 | 7.0 |
| COc1ccc2[nH]cc(C(=O)N3CCCCC3)c(=O)c2c1 | -16.1 | 5.5 | 0.3 | -4.9 | -3.8 | 0.9 | -4.0 | -4.2 | 1.4 |
| COC(=O)Cn1nnc(N2CCOCC2)n1 | 0.1 | -1.0 | -1.7 | 10.5 | 15.2 | 0.0 | 3.5 | -8.0 | -1.0 |
| O=C(/C=C/c1ccccc1Cl)NCc1ccco1 | 4.4 | -27.1 | 6.6 | 17.6 | -32.6 | 2.8 | -5.0 | 19.8 | 18.3 |
| Cc1cccc(C)c1N1C(=O)CC(N2CCN(S(=O)(=O)c3ccccc3F)CC2)C1=O (configuration not stated) | -2.7 | 1.4 | -2.5 | -0.2 | 6.8 | -1.2 | -2.0 | 4.4 | -3.5 |
| COc1ccc(NC(=O)C2CCCN(S(=O)(=O)c3ccc4[nH]c(=O)ccc4c3)C2)cc1 (configuration not stated) | 0.1 | 5.8 | 2.9 | -7.2 | 26.0 | 1.1 | -4.9 | 0.2 | -9.2 |
| O=C(CCN1CCN(C/C=C/c2ccccc2)CC1)Nc1ccccc1Cl | 1.2 | -16.2 | -1.3 | 11.5 | -2.4 | -0.5 | -1.3 | -3.8 | -8.7 |
| Cc1ccccc1Nc1nnc(SCC(=O)Nc2ncc(C(F)(F)F)cc2Cl)s1 | 4.8 | 11.0 | -1.9 | 36.4 | -10.1 | 0.5 | 1.3 | 16.2 | 23.0 |
| CC(C)CCOc1cccc(OCC(=O)N(C)C2CCS(=O)(=O)C2)c1 (configuration not stated) | 0.3 | -2.6 | 0.6 | 0.8 | 10.1 | -1.4 | 0.4 | 7.4 | 15.3 |
| O=C(NCc1ccco1)C(c1ccc(F)cc1)N(C(=O)Cc1cccs1)c1cccnc1 (configuration not stated) | 3.9 | -8.4 | 1.0 | -2.8 | 12.3 | -1.8 | -2.6 | 26.1 | 7.6 |
| CS(=O)(=O)c1ccc(Cl)c(NC(=O)COC(=O)CCN=C2NS(=O)(=O)c3ccccc32)c1 | -10.2 | 10.9 | -1.1 | -2.5 | 25.7 | -1.1 | 0.8 | -0.4 | 0.8 |
| O=C(Cn1c(CC(=O)N2CCOCC2)nc2ccccc21)Nc1ccc2c(c1)OC(F)(F)O2 | 0.0 | 7.8 | -2.0 | -0.5 | 5.0 | -0.8 | -1.4 | -13.3 | 14.2 |
| COc1ccc(CNC(=O)C2CCCN2S(=O)(=O)c2ccc(C)cc2)cc1 (configuration not stated) | -3.0 | -6.1 | 0.9 | 14.2 | 15.6 | 0.6 | 1.7 | 13.9 | 19.0 |
| CCn1nc(C)c(/C=N/NC(=O)c2c[nH]c3ccccc23)c1C | -5.2 | -2.8 | 0.6 | 1.1 | -30.4 | 9.6 | -1.7 | 19.3 | 9.6 |

Part of the list above in a different format:
> O=C(/C=C/c1ccccc1Cl)NCc1ccco1
- CXCR6 block: 4.4
- APJ antag: -27.1
- UPR XBP1 act: 6.6
- tim23-1 inh: 17.6
- Mdm2 MdmX PPI: -32.6
- CHOP UPR activ: 2.8
- APJ agonist: -5.0
- TIM10 inh: 19.8
- tim10-1 inh: 18.3
> O=C(CCN1CCN(C/C=C/c2ccccc2)CC1)Nc1ccccc1Cl
- CXCR6 block: 1.2
- APJ antag: -16.2
- UPR XBP1 act: -1.3
- tim23-1 inh: 11.5
- Mdm2 MdmX PPI: -2.4
- CHOP UPR activ: -0.5
- APJ agonist: -1.3
- TIM10 inh: -3.8
- tim10-1 inh: -8.7

Single records, as listed above. Order of screens: CXCR6 block | APJ antag | UPR XBP1 act | tim23-1 inh | Mdm2 MdmX PPI | CHOP UPR activ | APJ agonist | TIM10 inh | tim10-1 inh
Entry for `CC(C)CCOc1cccc(OCC(=O)N(C)C2CCS(=O)(=O)C2)c1` (configuration not stated) : 0.3 | -2.6 | 0.6 | 0.8 | 10.1 | -1.4 | 0.4 | 7.4 | 15.3
Entry for `COc1ccc(NC(=O)C2CCCN(S(=O)(=O)c3ccc4[nH]c(=O)ccc4c3)C2)cc1` (configuration not stated) : 0.1 | 5.8 | 2.9 | -7.2 | 26.0 | 1.1 | -4.9 | 0.2 | -9.2

Next structures.
| SMILES | CXCR6 block | APJ antag | UPR XBP1 act | tim23-1 inh | Mdm2 MdmX PPI | CHOP UPR activ | APJ agonist | TIM10 inh | tim10-1 inh |
| --- | --- | --- | --- | --- | --- | --- | --- | --- | --- |
| Cc1ccc(-n2ncc3c(NCCCOC(C)C)ncnc32)c(C)c1 | 7.8 | 4.0 | 0.1 | 3.4 | -6.6 | -0.2 | -0.9 | -16.4 | 0.4 |
| COC(=O)c1ccccc1-c1ccc(/C=C2\C(=O)N(c3ccccc3)N=C2c2ccccc2)o1 | 13.4 | 1.1 | -1.8 | 33.4 | 13.7 | -1.0 | 1.3 | 24.3 | 20.3 |
| O=S(=O)(/N=C(/Nc1ccccn1)c1ccccc1)c1ccccc1 | 1.4 | -3.6 | -4.4 | -1.0 | -12.8 | -1.4 | -0.8 | -2.6 | 1.8 |
| CCc1nc(SCC(=O)OC(C)C)c2ccccc2n1 | -3.1 | 7.5 | -1.0 | 3.9 | 2.5 | 1.3 | -0.9 | -24.9 | 3.8 |
| CCn1nnnc1SCC(=O)Nc1cccc(C)n1 | 2.0 | -5.6 | -1.1 | 12.0 | -33.4 | -1.2 | -1.2 | -4.8 | 20.2 |
| CCC(c1nnnn1Cc1ccc(OC)cc1)N(CCCO)Cc1cc2cc3c(cc2[nH]c1=O)OCO3 (configuration not stated) | 4.7 | 0.3 | -0.7 | 13.1 | -3.9 | 1.1 | -2.1 | 8.3 | 15.3 |
| C#CCNC(=O)C1=C[C@@H](c2coc3ccccc3c2=O)[C@H](CCCO)[C@@H](OCC)O1 | 1.9 | 8.4 | -0.5 | -4.7 | 7.0 | 3.2 | -2.8 | -2.9 | -10.7 |
| COc1ccc2ccccc2c1-c1sc(Nc2ccccc2)n[n+]1-c1ccc(F)cc1 | 6.2 | 6.0 | -0.5 | 9.6 | 75.8* | 2.2 | 11.8 | 5.0 | 13.7 |

Mdm2 MdmX PPI, hit marks shown above.
| structure | CXCR6 block | APJ antag | UPR XBP1 act | Mdm2 MdmX PPI | APJ agonist |
| --- | --- | --- | --- | --- | --- |
| COc1ccc2ccccc2c1-c1sc(Nc2ccccc2)n[n+]1-c1ccc(F)cc1 | 6.2 | 6.0 | -0.5 | 75.8* | 11.8 |

Assay outcomes from PubChem BioAssay.
